L3MBTL1 inh: L3MBTL1 (human) inhibition. 230,000 compounds, 0.66% hits. AlphaScreen L3MBTL1–H3K9me1 peptide binding. Potency, µM (titrated, usually from 57.1 µM), without a hit: at the highest dose activity, negative = inhibition, most hits filed as inhibitors. AID 485360. Q9Y468; further: nearly all actives have a fitted effect of over 60% in size
Target sequence (Q9Y468 whole entry, looked up): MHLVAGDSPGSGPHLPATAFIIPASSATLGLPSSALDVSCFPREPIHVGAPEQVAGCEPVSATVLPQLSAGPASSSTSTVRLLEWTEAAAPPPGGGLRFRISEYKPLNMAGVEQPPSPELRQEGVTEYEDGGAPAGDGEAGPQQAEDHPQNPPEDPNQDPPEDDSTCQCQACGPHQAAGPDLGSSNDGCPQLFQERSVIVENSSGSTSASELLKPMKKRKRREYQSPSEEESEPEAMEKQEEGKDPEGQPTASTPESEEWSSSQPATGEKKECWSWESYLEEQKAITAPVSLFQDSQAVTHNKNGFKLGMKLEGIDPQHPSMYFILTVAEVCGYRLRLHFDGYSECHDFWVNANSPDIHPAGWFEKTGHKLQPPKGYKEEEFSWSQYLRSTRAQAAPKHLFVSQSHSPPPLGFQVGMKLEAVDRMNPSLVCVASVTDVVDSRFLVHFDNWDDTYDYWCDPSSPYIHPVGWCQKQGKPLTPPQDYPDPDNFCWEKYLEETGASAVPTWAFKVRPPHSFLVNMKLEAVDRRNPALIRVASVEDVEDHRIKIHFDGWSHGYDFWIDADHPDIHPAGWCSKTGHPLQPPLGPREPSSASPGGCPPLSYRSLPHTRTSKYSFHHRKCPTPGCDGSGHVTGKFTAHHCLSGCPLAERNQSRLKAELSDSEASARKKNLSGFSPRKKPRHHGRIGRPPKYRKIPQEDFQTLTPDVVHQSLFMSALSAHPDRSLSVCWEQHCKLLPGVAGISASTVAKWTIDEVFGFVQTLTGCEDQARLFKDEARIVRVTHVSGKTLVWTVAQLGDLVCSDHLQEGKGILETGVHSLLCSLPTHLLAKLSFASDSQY
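First, the protein-peptide complex forms for 30 min at room temperature (L3MBTL1 50 nM, biotinylated H3K9me1 peptide 75 nM). Next, compounds are pin-transferred and incubated 30 min. Finally, AlphaScreen beads are added and read after 30 min.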
Tau ThT inhib: tau fibrillization inhibition (ThT binding) | P10636 | recombinant tau K18 P301L, heparin-induced fibrillization, ThT fluorescence | Potency, µM (highest dose often 57.4 µM), without a hit: top-dose activity, negative = inhibition, usual class: inhibitors | 270,000 compounds, 2.1% hits; further: nearly all actives have a fitted effect of over 55% in size
Target sequence (P10636 561-689 P618L limits assumed): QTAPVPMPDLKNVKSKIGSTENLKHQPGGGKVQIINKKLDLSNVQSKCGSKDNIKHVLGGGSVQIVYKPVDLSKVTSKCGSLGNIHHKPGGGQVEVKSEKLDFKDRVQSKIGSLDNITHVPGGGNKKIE
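Aggregation was driven by heparin (20 uM final) acting on recombinant tau […] bearing P301L in 100 mM sodium acetate pH 7; fibrils were detected with Thioflavin T.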
ALDH1A1 block: ALDH1A1 (human) enzyme inhibition; P00352; Purified ALDH1A1, NADH fluorescence, propionaldehyde substrate; Potency, µM (series often up to 75.3 µM), inactives show top-dose activity, negative = inhibition, most hits filed as inhibitors; 220,000 compounds, 7.3% hits; AID 1030; active means well fitted inhibition curve with a large enough effect, not every such curve was filed as active; inconclusive means small, poorly fitted or top-dose-only effect, or another doubt; inactive means no such curve, though single readings can be large or run the other way;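 further: plate controls were no enzyme wells and a reference inhibitor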
Tau fibril FP: inhibitors of human tau fibril formation. Potency, µM (titrated, usually from 57.7 µM), inactives show top-dose activity, negative = inhibition, hits mostly inhibitors. K18 P301L tau heparin fibrillization, Alexa594 FP, 6 h. 280,000 compounds, 0.39% hits. P10636. AID 1468; further: nearly all actives have a fitted effect of over 55% in size
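Read-out: fluorescence polarization of Alexa 594-labeled tau (0.24 uM), 555 nm excitation, 632 nm emission. Mixtures held 15 uM unlabeled K18 P301L, compound and 20 uM heparin, pH 7 acetate buffer, incubated 6 hr at 37 C.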
TR SRC2 fluor cs: counter-screen for TRb-SRC2 inhibitors: fluorescence interference. TRb/SRC2 Texas Red total fluorescence interference. Potency, µM (highest dose often 106 µM), for the others: at the highest dose fluorescence change, negative = quenching. 280,000 compounds, 0.29% hits. AID 1479; active means well fitted curve in either direction with a large enough effect; inconclusive means small, poorly fitted or top-dose-only effect
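Human TRβ ligand-binding domain (0.6 uM) and Texas Red SRC2 peptide (20 nM) in Tris buffer with 1 uM T3 and 5% DMSO were incubated with pinned compound for 5 hr at ambient temperature. Total fluorescence was computed as S + 2P (555/632 nm).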
Tau fluor cs: counter-screen for tau fibril formation inhibitors; tau K18 P301L Alexa594 fluorescence, heparin fibrillization; 280,000 compounds, 0.93% hits; Potency, µM (doses to about 57.7 µM), for inactives: at the top dose activity change, negative = decrease; further: nearly all actives have a fitted effect of over 55% in size
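Human tau K18 P301L (15 uM unlabeled, 0.24 uM Alexa 594-labeled) in 100 mM sodium acetate pH 7 with 20 uM heparin, 6 hr at 37 C. ThT 30 uM added, 1 hr ambient; Alexa 594 FP and total fluorescence read at 555/632 nm.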
aGal spleen mod: inhibitors or activators of human alpha-galactosidase in spleen homogenate | Potency, µM (titrated, usually from 80 µM), inactives show top-dose activity change, negative = inhibition, actives largely listed as inhibitors | AID 2107 | human spleen homogenate, 4MU-alpha-Gal fluorescence, 40 min | 240,000 compounds, 0.008% hits;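 further: 0% = enzyme with vehicle and -100% = no enzyme basal signal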
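Human spleen homogenate (1 ug) as enzyme source, 4-methylumbelliferyl-alpha-D-galactopyranoside 1 mM final, citrate/phosphate pH 5.0 with 0.01% Tween-20. Compounds 40 min at 37C, NaOH/glycine stop; fluorescence Ex 365/Em 440, Hill-fit AC50.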
TRb-SRC2 inh: TRbeta-SRC2 interaction inhibition; P10828; TRbeta-SRC2 peptide binding, fluorescence polarization; receptor liganded with 1 µM T3; Potency, µM (doses to about 106 µM), for the others: at the top dose activity change, negative = inhibition, usual class: inhibitors; 280,000 compounds, 0.065% hits;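 further: plate controls were bound peptide for no effect and peptide without receptor for full effect; nearly all actives have a fitted effect of over 50% in size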
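Assay buffer: 20 mM Tris-HCl, 100 mM NaCl, 10% glycerol, 1 mM EDTA, 0.01% NP-40, 1 mM DTT, 1 uM T3, 5% DMSO; TRb LBD 0.6 uM, Texas Red SRC2 20 nM; FP after 5 hr.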
Active calls of the source: *; ? = inconclusive; . = no result given; [ ] = dose if it differs, or a comment. Unless noted, the call rests on the fitted dose curve; in most records, active means well fitted curve in the direction sought with a large enough effect; inconclusive means small, poorly fitted or top-dose-only effect, or another doubt; inactive means no such curve, though single readings can be large; an effect the other way counts as inactive or inconclusive. Unless noted, on the % scale 0 is the no-effect control and ±100 the full control effect; potency means the concentration at half of the fitted maximal effect.

SMILES	L3MBTL1 inh	Tau ThT inhib	ALDH1A1 block	Tau fibril FP	TR SRC2 fluor cs	Tau fluor cs	aGal spleen mod	TRb-SRC2 inh
Cc1cc(CC(C)C)n(-c2nc3ccccc3c(=O)n2OCC(=O)N(C)C)n1	2%	-3%	7%	3%	1%	0%	-15%	7%
Cc1ccccc1OCC(=O)Nc1cccc(C(=O)OCc2cc(=O)n3c(C)csc3n2)c1	.	?	.	-1%	-2%	-19%	.	-1%
N#C/C(=C\c1ccc(N2CCOCC2)o1)c1nc2ccccc2[nH]1	-22%	7.9µM*	?	-11%	.	?	10%	.
O=C(CN1CCN(c2ccc(O)cc2)CC1)Nc1cc(S(=O)(=O)N2CCCC2)ccc1Cl	.	?	14µM*	-2%	-1%	?	2%	-7%
CCOc1ccc(Cl)cc1CNc1nnnn1C	2%	7%	8%	2%	3%	2%	1%	-7%
COc1ccc(Cn2cccc(NC(=O)Nc3cccc(OC)c3)c2=O)cc1	.	.	.	4%	-3%	?	1%	3%
Cc1ccc(OCCSc2nnc(-c3cccs3)n2C)cc1	-4%	?	8%	5%	-9%	-8%	0%	2%
Cc1c(Cl)cccc1NC(=O)N1CCN(C(=O)c2nsc3ccccc23)CC1	.	-2%	.	-2%	1%	1%	.	2%
Cc1ccc(S(=O)(=O)NCCc2sc3nc(-c4ccccc4)nn3c2C)cc1C	.	-9%	.	-13%	1%	-22%	.	-4%
N#CCCN1CCN(S(=O)(=O)c2ccc(S(=O)(=O)NC3CCCCC3)cc2)CC1	10%	?	5%	?	0%	-3%	-4%	4%
Cc1cccc(N(CC(=O)NC2CCCCC2)C(=O)Cn2nnc(-c3ccc(C)o3)n2)c1	0%	1%	-6%	-1%	-1%	1%	2%	2%
C#CCN1C(=O)S/C(=C/c2cc(C)n(CC)c2C)C1=O	27%	0%	7.5µM*	3%	-9%	-5%	-3%	-4%

Arranged by molecular weight (lowest first): 8 of the compounds above
SMILES	L3MBTL1 inh	Tau ThT inhib	ALDH1A1 block	Tau fibril FP	TR SRC2 fluor cs	Tau fluor cs	aGal spleen mod	TRb-SRC2 inh
CCOc1ccc(Cl)cc1CNc1nnnn1C	2%	7%	8%	2%	3%	2%	1%	-7%
N#C/C(=C\c1ccc(N2CCOCC2)o1)c1nc2ccccc2[nH]1	-22%	7.9µM*	?	-11%	.	?	10%	.
Cc1ccc(OCCSc2nnc(-c3cccs3)n2C)cc1	-4%	?	8%	5%	-9%	-8%	0%	2%
COc1ccc(Cn2cccc(NC(=O)Nc3cccc(OC)c3)c2=O)cc1	.	.	.	4%	-3%	?	1%	3%
Cc1cc(CC(C)C)n(-c2nc3ccccc3c(=O)n2OCC(=O)N(C)C)n1	2%	-3%	7%	3%	1%	0%	-15%	7%
Cc1cccc(N(CC(=O)NC2CCCCC2)C(=O)Cn2nnc(-c3ccc(C)o3)n2)c1	0%	1%	-6%	-1%	-1%	1%	2%	2%
Cc1ccccc1OCC(=O)Nc1cccc(C(=O)OCc2cc(=O)n3c(C)csc3n2)c1	.	?	.	-1%	-2%	-19%	.	-1%
O=C(CN1CCN(c2ccc(O)cc2)CC1)Nc1cc(S(=O)(=O)N2CCCC2)ccc1Cl	.	?	14µM*	-2%	-1%	?	2%	-7%

Next part.
SMILES	L3MBTL1 inh	Tau ThT inhib	ALDH1A1 block	Tau fibril FP	TR SRC2 fluor cs	Tau fluor cs	aGal spleen mod	TRb-SRC2 inh
COc1ccc(CNC(=O)Cc2c(C)c3cc4c(C)coc4cc3oc2=O)cc1	.	8%	.	-11%	1%	-2%	.	-12%
O=C(N/N=C/c1ccc(O)cc1)c1cc(-c2ccc3c(c2)OCO3)n[nH]1	-3%	4%	-7%	-4%	-10%	-21%	-3%	4%
COC(=O)c1ccc(NC(=O)CSc2nnc(COc3c(C)cccc3C)o2)cc1	.	?	4%	?	-2%	-19%	-12%	-5%
COC(=O)C(C(C)=O)C1c2ccccc2C=C(C)N1C(=O)OC (stereo not given)	.	-6%[11.5 µM]	20%[13.5 µM]	2%[11.6 µM]	-1%[11.2 µM]	-4%[11.6 µM]	5%[17.5 µM]	-1%[11.2 µM]
Cc1cc(C)cc(N(C(C)C(=O)Nc2c(C)n(C)n(-c3ccccc3)c2=O)S(C)(=O)=O)c1 (stereo not given)	-4%	-4%	-3%	4%	-6%	-2%	-1%	-1%
Cc1nc(SCC(=O)NCc2ccco2)c2c(=O)n(C)c(=O)n(CC(C)C)c2n1	3%	-2%	0%	0%	-3%	0%	0%	-1%
Fc1ccc(-c2nc(Nc3ccc(F)c(Cl)c3)nc3c2COc2ccccc2-3)cc1	.	0%	.	?	-1%	-24%	.	-5%
CC(Sc1nc(NC(C)(C)C)nc(N(C)C)n1)C(=O)Nc1ccccc1 (stereo not given)	.	-5%	7%	1%	-7%	-13%	-6%	-5%
COC(=O)C(NC(=O)c1ccc(F)cc1)(Nc1ncc(S(=O)(=O)c2ccc([N+](=O)[O-])cc2)s1)C(F)(F)F (stereo not given)	-13%	-11%	4%	10%	-7%	?	9%	3%
CN1/C(=C/C(=O)c2nc(S(C)(=O)=O)ncc2Cl)C(C)(C)c2ccccc21	-20%	5µM*	?	15%	-4%	-3%	-10%	-7%
O=C(COC(=O)CCN=C1NS(=O)(=O)c2ccccc21)NC1CCCCCCC1	4%	-3%	.	-5%	-2%	-6%	-1%	-3%
Cc1c(C(=O)N(C)C)sc2c1c(=O)n(-c1ccc(F)cc1)c(=O)n2Cc1ccccc1C#N	.	-2%	.	-7%	0%	-4%	.	7%
COC(=O)c1cc(-c2ccc(C)cc2)n[nH]1	9%	?	-1%	6%	-5%	2%	-3%	0%
Cc1ccc(C(=O)Nc2c(C(=O)NCc3ccc(Cl)cc3)sc3nc(C)cc(C)c23)cc1	.	-1%	.	-8%	2%	-15%	.	0%
COC(=O)c1ccccc1NC(=O)NCc1cccnc1	.	-1%	?	6%	1%	4%	1%	0%
CCc1cc2c(nc1CC)CCN(CC/C(C)=N/O[C@@H](C)c1cn([C@@H]3COC[C@@H]3O)nn1)C2	.	-4%[11.5 µM]	0%[13.5 µM]	-1%[11.6 µM]	1%[11.2 µM]	-8%[11.6 µM]	-13%[17.5 µM]	2%[11.2 µM]
COc1ccc(CNC(=O)C2CCCN(Cc3nc(-c4cccc(C)c4)oc3C)C2)cc1 (stereo not given)	.	-9%	?	5%	-1%	-7%	-13%	-1%
Cc1nnc2ccc(N3CCCC3)nn12	7%	-2%	8%	1%	1%	1%	2%	1%
COc1ccc(CCNC(=O)CCc2c(C)nc3cc(-c4ccc(Cl)cc4)nn3c2C)c(OC)c1	.	-5%	.	-5%	?	-15%	.	-5%
CCc1nc(Nc2ccc3nccnc3c2)c2oc3ccccc3c2n1	-1%	?	?	12%	-3%	-10%	6%	-26%
Cc1csc(NC(=O)c2cn3ccccc3n2)n1	0%	2%	?	0%	-3%	1%	4%	-4%
O=C(Nc1ccccc1C(=O)N1CCCCCC1)c1ccccc1	-9%	-4%	5%	-1%	-1%	0%	3%	6%
C[C@H](NC(=O)c1ccccc1Cl)C(=O)OC(C(=O)Nc1cc(C(F)(F)F)ccc1Cl)c1ccccc1 (stereo not given in full)	.	-10%	-7%	-9%	0%	-20%	5%	-14%
CC(C)c1nc2oc3c(NCC4CCCO4)ncnc3c2c2c1CCC2 (stereo not given)	-2%	-5%	?	9%	-3%	-3%	-2%	-21%
COc1cccc(-n2c(Cn3nc(C(F)F)cc3C(F)F)n[nH]c2=S)c1	2%	-17%	2%	0%	0%	-11%	-7%	-11%
CCOc1ccc(C2C(C(=O)Nc3ccc(C)cc3C)=C(C)Nc3c(C(=O)Nc4ccc(C)cc4)cnn32)cc1OC (stereo not given)	.	-13%	.	-6%	1%	-18%	.	0%
COc1ccc(CCN(C)Cc2ccc(OCc3ccccc3)c(OC)c2)cc1OC	0%	12%	-3%	-3%	-3%	2%	-8%	-10%
CC1CCC(N2CC(=O)N(C3CCCCC3)C(c3ccc(F)cc3)C2=O)CC1 (stereo not given)	.	-1%	.	-2%	-1%	-2%	.	1%
CC1CCN(S(=O)(=O)c2ccc3nc(Nc4cccc(F)c4)ccc3c2)CC1	.	21%	.	13µM*	-1%	?	.	9%
Cc1cc(C)c(S(=O)(=O)Nc2cccc(-c3cn4ccccc4n3)c2)c(C)c1	.	?	.	?	-1%	?	.	0%
COC(=O)C1=C(C)NC(C)=C(C(=O)OC)C1c1ccc(OC(=O)c2ccco2)cc1	9%	-11%	?	3%	0%	?	-4%	-7%
Cc1ccccc1N1C(=O)c2sc3nc4c(c(=O)n3c2C1=O)CCC4	-8%	?	28µM*	?	2%	-6%	-8%	2%
COc1ccc(C(C#N)N2CCCCCC2)cc1OC (stereo not given)	2%	6%	?	-4%	2%	1%	-4%	-17%
O=c1c2ccccc2nc(/C=C/c2ccccc2)n1CCc1ccccc1	21%	-11%	-4%	2%	3%	-12%	6%	6%
Cc1cccc(C)c1N1CCN(S(=O)(=O)N2CCCCC2)CC1	2%[11.4 µM]	?	?	-5%	2%	-16%	5%	-3%
CSc1ccccc1C(=O)NCc1ccc(S(N)(=O)=O)cc1	.	-4%	7%	3%	2%	-3%	-3%	-12%
CCSc1nnc(NC(=O)CSc2nnc(Cc3cccn3C)n2-c2ccc(F)cc2)s1	0%	-16%	17%	-5%	-4%	-13%	16%	2%
C/C(=N\Nc1nc2c(s1)CCCC2)c1ccccc1	.	14µM*	25µM*	-9%	1%	?	10%	-16%

Bioassay records deposited in PubChem by National Center for Advancing Translational Sciences (NCATS).
